High-throughput results deposited in PubChem by National Center for Advancing Translational Sciences (NCATS).
EPAC1 antagonist: qHTS for Antagonist of cAMP-regulated guanine nucleotide exchange factor 3 (EPAC1): primary screen; Rap guanine nucleotide exchange factor 3 (Homo sapiens), O95398; EPAC1 GEF assay, Rap1b-BODIPY-GDP exchange fluorescence; Potency, µM (highest dose often 115 µM), for the others: top-dose activity change, negative = inhibition, actives largely listed as inhibitors; actives 0.14% (n = 360,000);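 also: potency is read from the fitted curve at half-maximal effect; plate controls were vehicle for no effect and positive control for full effect; nearly all actives have a fitted effect of over 50% in size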
PLK1 PBD inh: qHTS for Inhibitors of PLK1-PDB (polo-like kinase 1 - polo-box domain): Primary Screen | Serine/threonine-protein kinase PLK1 (Homo sapiens), P53350 | Plk1 PBD binding of FITC phosphopeptide, fluorescence polarization | Potency, µM, for the others: max response, negative = inhibition, usual class: inhibitors | actives 2.8% (n = 360,000) | AID 720504, 2013; also: potency is read from the fitted curve at half-maximal effect; series mostly up to about 57 µM; % is scaled to controls: 0 for no effect and ±100 for the full control effect; nearly all actives have a fitted effect of over 65% in size
Target sequence (P53350 whole entry, looked up, the tested form may be a part): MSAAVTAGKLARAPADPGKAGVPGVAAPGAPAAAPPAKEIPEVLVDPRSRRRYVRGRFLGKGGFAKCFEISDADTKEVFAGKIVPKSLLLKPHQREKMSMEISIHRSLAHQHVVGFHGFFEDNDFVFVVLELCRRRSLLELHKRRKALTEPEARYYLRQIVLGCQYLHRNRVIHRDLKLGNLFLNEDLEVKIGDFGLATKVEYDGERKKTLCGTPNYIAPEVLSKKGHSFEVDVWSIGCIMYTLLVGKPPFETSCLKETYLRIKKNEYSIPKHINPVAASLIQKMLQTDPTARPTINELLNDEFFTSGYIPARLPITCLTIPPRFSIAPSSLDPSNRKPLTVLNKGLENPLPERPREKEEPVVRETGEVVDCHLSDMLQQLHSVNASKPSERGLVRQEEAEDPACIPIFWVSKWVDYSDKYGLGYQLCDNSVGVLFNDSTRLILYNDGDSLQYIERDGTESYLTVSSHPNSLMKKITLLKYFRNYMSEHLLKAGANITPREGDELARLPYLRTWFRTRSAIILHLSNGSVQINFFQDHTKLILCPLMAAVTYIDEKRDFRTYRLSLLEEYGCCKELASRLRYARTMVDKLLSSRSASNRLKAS
FUS yeast rescue: qHTS for Suppressors of FUS Proteinopathy: Primary screen using FUS-linked yeast assay; AID 1347120, 2019; Potency, µM (top dose mostly 76.6 µM), without a hit: at the top dose growth rescue (activation), usual class: activators; actives 0.24% (n = 390,000); S. cerevisiae FUS-expressing, growth rescue, OD600, 24 h;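 also: potency is read from the fitted curve at half-maximal effect; plate controls were DMSO vehicle for no effect and reference control for full effect; nearly all actives have a fitted effect of over 55% in size; some results filed as inactive show a strong effect at the top dose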
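FUS-expressing yeast, raffinose-pregrown, induced in 2% galactose minimal medium at OD 0.005; compounds in a dilution series, 24hr at 30C. Growth restoration read as absorbance at 600 nm. CP55940 positive control, DMSO negative.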
PI5P4K alpha inh: qHTS for Inhibitors of phosphatidylinositol 5-phosphate 4-kinase (PI5P4K); Phosphatidylinositol 5-phosphate 4-kinase type-2 alpha (Homo sapiens), P48426; actives 1.2% (n = 330,000); max response, %; PI5P4Kalpha enzyme, ADP-Glo luminescence, 60 min; hits give low values; active = max response of -50% or lower; inconclusive = between -30% and -50%; inactive = -30% or higher; also: value at the top dose of about 77 µM; % is scaled to controls: 0 for no effect and ±100 for the full control effect
Target sequence (P48426 whole entry, looked up): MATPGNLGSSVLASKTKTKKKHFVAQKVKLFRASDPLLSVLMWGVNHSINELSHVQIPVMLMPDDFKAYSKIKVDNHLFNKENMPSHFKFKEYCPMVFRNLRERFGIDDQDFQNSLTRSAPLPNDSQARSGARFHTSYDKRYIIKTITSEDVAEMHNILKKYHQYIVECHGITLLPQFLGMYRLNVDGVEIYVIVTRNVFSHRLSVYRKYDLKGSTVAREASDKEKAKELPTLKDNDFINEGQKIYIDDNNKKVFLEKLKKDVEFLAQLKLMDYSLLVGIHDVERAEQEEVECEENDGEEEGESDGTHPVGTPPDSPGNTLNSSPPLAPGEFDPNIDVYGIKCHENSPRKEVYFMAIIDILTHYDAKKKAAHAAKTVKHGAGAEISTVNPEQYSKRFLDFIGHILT
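ADP-Glo luminescence end-point read after a 60 min room-temperature kinase reaction of PI5P4Kalpha plus substrate, initiated with ATP at 5 microM final. Buffer: 0.038 M HEPES pH 7.4, EGTA, 0.1% CHAPS, 5% DMSO.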
Abeta yeast res: qHTS for compounds that reverse cellular toxicity of Amyloid beta (A-beta) peptide in yeast: Primary Screen; yeast expressing A-beta42, growth rescue, OD600, 48 h; response scale: 0% DMSO, 100% iron-clioquinol control; Potency, µM (doses to about 46.1 µM), for inactives: top-dose growth rescue, most hits filed as activators; actives 0.063% (n = 410,000); AID 1347071, 2019; also: potency is read from the fitted curve at half-maximal effect; nearly all actives have a fitted effect of over 55% in size
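Yeast growth medium received pinned compounds, then yeast cells expressing toxic A-beta were added; plates incubated at 30 C for 48 hr. Growth read as absorbance at 600 nm, normalized to DMSO and equimolar FeCl3 plus clioquinol controls.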
IL-2 act: qHTS of IL-2 Activators; AID 652025, 2013; activation, % (series mostly up to about 46 µM); IL-2 activation reporter assay, cell-based qHTS; stimulated with anti-CD3/CD4/CD28 beads; in transgenic mouse T cells; actives 0.065% (n = 360,000); in the data active = activation above about 50%; inconclusive = mostly about 30% to 49%; also: 0% is about no effect
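EGFP and DsRed fluorescence is measured by plate cytometry in unstimulated transgenic mouse T cells exposed to compound for 60 minutes, then stimulated 18 hours at 37 degrees C with anti-CD3/anti-CD4 beads plus anti-CD28.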
EPAC1 agonist: qHTS for Agonist of cAMP-regulated guanine nucleotide exchange factor 3 (EPAC1): primary screen; Rap guanine nucleotide exchange factor 3 (Homo sapiens), O95398; EPAC1 agonist qHTS, biochemical assay; response scale: 100% = response to 6.5 mM cAMP; Potency, µM (series often up to 154 µM), for the others: at the highest dose activation, usual class: activators; actives 0.073% (n = 360,000); AID 720707, 2013; also: potency is read from the fitted curve at half-maximal effect; nearly all actives have a fitted effect of over 60% in size
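Multi-concentration qHTS readout: loss of Rap1B-bound BODIPY-GDP fluorescence driven by 100 nM EPAC1 with excess GDP (50 uM), monitored kinetically at room temperature; agonist response expressed relative to 6.5 mM cAMP.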
WRN helicase inh: qHTS for Inhibitors of WRN Helicase; actives 0.46% (n = 360,000); Potency, µM (doses to about 114 µM), inactives show at the highest dose activity change, negative = inhibition, hits mostly inhibitors; WRN helicase unwinding, fluorescent forked duplex, kinetic; Bifunctional 3'-5' exonuclease/ATP-dependent helicase WRN (Homo sapiens), Q14191; also: potency is read from the fitted curve at half-maximal effect; % is scaled to controls: 0 for no effect and ±100 for the full control effect; nearly all actives have a fitted effect of over 55% in size
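WRN at 20 nM final was preincubated with compound for 15 min at room temperature; reaction started with 100 nM forked duplex oligonucleotide carrying fluorophore and quencher plus 2 mM ATP (final). Unwinding followed kinetically by red fluorescence (ex 525/em 598 nm).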
Active calls of the source: *; u = inconclusive; x = not tested or not shown; [ ] = dose if it differs, or a comment. Unless noted, calls follow the shape of the dose curve; as a rule, active = well fitted curve in the direction sought with a large enough effect; inconclusive = small, poorly fitted or top-dose-only effect, or another doubt; inactive = no such curve, though single readings can be large; an effect the other way counts as inactive or inconclusive.

SMILES | EPAC1 antagonist | PLK1 PBD inh | FUS yeast rescue | PI5P4K alpha inh | Abeta yeast res | IL-2 act | EPAC1 agonist | WRN helicase inh
O=C(c1ccc(Cl)c(Cl)c1)N1CCC(=O)N([C@H](COCc2ccccc2)Cc2ccccc2)CC1 | 2% | -1% | u | 6 | -6% | -0.5 | 3% | -7%
O=S(=O)(c1cccs1)N1CCN(c2ncccn2)CC1 | 7% | 2% | 12% | x | 9% | -1.2 | 3% | 4%
CCc1cccc2c(C(=O)C(NCCOC)c3ccccc3)c[nH]c12 (stereo unspecified) | 0% | -1% | 7% | -4 | 7% | -4.6 | 4% | -4%
COc1ccc(CN(C)C(=O)CNC(=O)c2sc3ccccc3c2Cl)c(OC)c1 | -13% | 1% | u | 2 | -7% | -1.8 | 10% | -6%
O=C(O)c1ccccc1-c1nc2cc(Cl)ccc2c(=O)n1O | -7% | -12% | -13% | 4 | 1% | 0.4 | 7% | 0%
CCC(=O)NCCN1CCN(C(=O)CC)CC1 | 9% | -2% | 13% | 2 | 5% | -1.5 | 0% | 5%
COc1ccc2c(c1)OC[C@H]1[C@H]2N2C(=O)CN(Cc3ccccc3)C(=O)[C@@]2(C)[C@H]1c1ccccc1 | 2% | -18% | u | 10 | -11% | 1.4 | 4% | -9%
CN(C)C(=O)COC(=O)c1cccc(S(=O)(=O)Nc2ccc(OCc3ccccc3)cc2)c1 | -7% | 1% | u | -6 | 16% | -1.7 | 3% | -22%
COCCCn1c(=O)c2ccccc2n(Cc2ccc(C)cc2)c1=O | 15% | -4% | 4% | -3 | 11% | -2.2 | -5% | 11%
CCOC(=O)c1cc(C#N)c(=S)[nH]c1C | -10% | -4% | -9% | -26 | 7% | -0.4 | 0% | -7%
CC1(C)OC(c2ccccc2)=C/C(=C/C=N/NC(=O)c2ccncc2)O1 | -5% | -8% | 19% | -13 | -11% | -5.0 | 7% | -1%
Cc1cc(C(=O)NC2CCCc3c2cnn3-c2cccc(C)c2C)c(C)o1 (stereo unspecified) | 3% | -13% | 20% | 0 | -5% | -2.6 | 2% | 4%
CCc1ccc(OCc2nnc(SCC(=O)NCc3ccco3)o2)cc1 | 0% | -9% | 10% | -3 | -2% | -0.6 | 10% | 0%
COCCNC(=O)C(c1ccc(C)o1)N(Cc1ccccc1)C(=O)Cn1nnc2ccccc21 (stereo unspecified) | 7% | 1% | 11% | -8 | 0% | -1.7 | -1% | 3%
Cc1ccc(OCC(=O)Nc2ccc(N3CCN(S(C)(=O)=O)CC3)cc2)cc1C | 1% | -9% | -15% | -3 | 3% | -0.5 | -3% | -7%
CN(CC(=O)N1CCN(Cc2ccccc2)CC1)S(=O)(=O)c1cccc2nsnc12 | -18% | 0% | -21% | 0 | 1% | 1.4 | -2% | -7%
CC(=O)C1(C)N(O)C(C)(C)C(c2cccs2)=[N+]1[O-] (stereo unspecified) | -3% | -17% | -1% | -10 | -5% | -0.7 | 10% | -8%
COc1ccc(/C=N/NC(=O)c2ccco2)cc1Cn1nc(C)c([N+](=O)[O-])c1C | -11% | 1% | 33% | -1 | -2% | -0.9 | -4% | -9%
Cc1cc(S(=O)(=O)N(Cc2ccccn2)Cc2ccco2)ccc1-n1cnnn1 | -3% | -15% | -1% | x | 2% | -2.9 | 8% | -10%
CCC(=O)Nc1nc2c(s1)COc1ccccc1-2 | 0% | -18% | -21% | -4 | -21% | 1.2 | -7% | -2%
O=C(COc1ccc([N+](=O)[O-])cc1)NCCc1nc2ccccc2[nH]1 | 7% | 2% | 12% | -3 | -18% | 3.8 | 6% | 1%
Nc1ccc(Oc2ccccc2-c2ccccc2)cc1 | -2% | -10% | 22% | 23 | 21% | -3.0 | 10% | -13%
COc1cccc(/C=C2/C(=O)NN(c3ccc(Br)cc3)C2=O)c1O | -7% | 7.5µM* | 14% | -7 | -9% | -0.1 | 1% | 0.67µM*
C/C(=N\Nc1nc2c(s1)CCCC2)c1ccccc1 | -13% | u | u | -2 | 9% | -2.6 | 11% | -14%
CN(C)c1ccc(-c2ccnc3c2CC(C)(C(=O)NCC2CCOCC2)O3)cc1 (stereo unspecified) | -15% | 3% | 4% | 5 | -9% | -0.7 | -13% | 7%[57.1 µM]
CC(=NCC1CCCO1)C1=C(O)CC(C)(C)CC1=O (stereo unspecified) | 7% | -8% | x | -8 | -6% | -0.1 | 1% | -15%
O=C(NNc1ccc([N+](=O)[O-])cc1)Nc1ccccc1 | -5% | u | 34% | 1 | -79%[inhibitor] | 0.5 | -5% | 8%
O=c1[nH]c(NCCCO)nc2c1C1(CCCC1)Cc1ccccc1-2 | 2% | -5% | 17% | x | 7% | 1.0 | -1% | -8%
CCOc1cc(C#N)c(NC(=O)Cn2nnc3ccccc32)cc1OCC | 1% | -12% | -10% | 0 | 7% | -3.1 | 2% | -4%
CCOc1ccc(NC(=O)CSc2n[nH]c(=O)n2-c2ccccc2)cc1 | 5% | -2% | 17% | x | 3% | 2.0 | 6% | 1%
Cc1nn(-c2ccc(C(=O)NCC(c3ccco3)N3CCCC3)cc2)c(C)c1Cl (stereo unspecified) | 7% | -1% | 4% | 4 | -4% | 0.2 | -1% | -7%
FC(F)(F)Oc1ccc(NC(=S)NCCCN2CCOCC2)cc1 | -10% | 12µM* | -6% | -4 | -9% | 0.7 | -12% | 1%
Cc1csc(SC(C)C(=O)NCC(=O)Nc2ccc(F)c(F)c2F)n1 (stereo unspecified) | -19% | 3% | -3% | 4 | 0% | -0.9 | 3% | -4%
CCOC(=O)CSc1nc(C)c(CC)c(C)c1C(N)=O | 8% | -6% | -20% | 1 | -5% | 0.4 | -2% | -1%[57.1 µM]
CC1CN(C(=O)Nc2ccc(F)cc2F)CC(C)O1 (stereo unspecified) | -4% | 3% | 9% | 0 | 7% | -0.6 | 3% | 3%
CCCN1CCN(CCCNC(=O)c2ccc(CS(=O)c3ccccc3C)o2)CC1 (stereo unspecified) | -27% | -17% | -1% | 1 | -3% | -1.0 | 2% | -3%
O=C(NCc1ccccc1)C1CCCN(S(=O)(=O)c2ccc(F)cc2)C1 (stereo unspecified) | -7% | 3% | 14% | -5 | -5% | -1.1 | 1% | -1%
N#Cc1c(NC(=O)CSc2nc(-c3ccco3)cc(C(F)(F)F)n2)sc2c1CCCC2 | -1% | 21µM* | -10% | -10 | u | 0.6 | -5% | -1%
C=CCn1c(SCC(=O)Nc2c(C)n(C)n(-c3ccccc3)c2=O)nc2scc(-c3ccccc3)c2c1=O | -23% | -11% | 43% | 5 | -6% | -2.4 | 3% | -10%
COc1cc(C)c(NC(c2ccccc2)c2ccccc2)cc1OC | -8% | -5% | 22% | 0 | -3% | -2.6 | 9% | -13%

An excerpt from above in order of count of non-hydrogen atoms, low to high.
SMILES | EPAC1 antagonist | PLK1 PBD inh | FUS yeast rescue | PI5P4K alpha inh | Abeta yeast res | IL-2 act | EPAC1 agonist | WRN helicase inh
C/C(=N\Nc1nc2c(s1)CCCC2)c1ccccc1 | -13% | u | u | -2 | 9% | -2.6 | 11% | -14%
CCOC(=O)CSc1nc(C)c(CC)c(C)c1C(N)=O | 8% | -6% | -20% | 1 | -5% | 0.4 | -2% | -1%[57.1 µM]
FC(F)(F)Oc1ccc(NC(=S)NCCCN2CCOCC2)cc1 | -10% | 12µM* | -6% | -4 | -9% | 0.7 | -12% | 1%
COc1cc(C)c(NC(c2ccccc2)c2ccccc2)cc1OC | -8% | -5% | 22% | 0 | -3% | -2.6 | 9% | -13%
CCOc1ccc(NC(=O)CSc2n[nH]c(=O)n2-c2ccccc2)cc1 | 5% | -2% | 17% | x | 3% | 2.0 | 6% | 1%
CCOc1cc(C#N)c(NC(=O)Cn2nnc3ccccc32)cc1OCC | 1% | -12% | -10% | 0 | 7% | -3.1 | 2% | -4%
CN(C)c1ccc(-c2ccnc3c2CC(C)(C(=O)NCC2CCOCC2)O3)cc1 (stereo unspecified) | -15% | 3% | 4% | 5 | -9% | -0.7 | -13% | 7%[57.1 µM]
CCCN1CCN(CCCNC(=O)c2ccc(CS(=O)c3ccccc3C)o2)CC1 (stereo unspecified) | -27% | -17% | -1% | 1 | -3% | -1.0 | 2% | -3%
N#Cc1c(NC(=O)CSc2nc(-c3ccco3)cc(C(F)(F)F)n2)sc2c1CCCC2 | -1% | 21µM* | -10% | -10 | u | 0.6 | -5% | -1%
C=CCn1c(SCC(=O)Nc2c(C)n(C)n(-c3ccccc3)c2=O)nc2scc(-c3ccccc3)c2c1=O | -23% | -11% | 43% | 5 | -6% | -2.4 | 3% | -10%

Continued:
SMILES | EPAC1 antagonist | PLK1 PBD inh | FUS yeast rescue | PI5P4K alpha inh | Abeta yeast res | IL-2 act | EPAC1 agonist | WRN helicase inh
C=CCc1c(C)nc(-c2ccccc2)nc1N/N=C(\C)c1ccccc1 | 13% | 4% | 17% | -3 | 9% | 2.1 | 11% | -12%[57.1 µM]
NC(=O)C1CCN(c2nc(-c3ccccc3Br)cs2)CC1 | 3% | x | -22% | x | 20% | 0.4 | 7% | x
C[C@H](NC(=O)C1CC(=O)N(c2ccc3c(c2)OCO3)C1)C(=O)NC1CCCC1 (stereo partly specified) | -14% | 27µM* | -4% | -12 | -1% | -1.8 | -5% | 2%
CCN=C1SC(CC(=O)NCC)C(=O)N1CC (stereo unspecified) | 2% | -28% | -5% | 0 | 20% | 2.0 | 8% | -5%
CCCc1cc(=O)[nH]c2nnc(SCC(=O)NC3CCCC3)n12 | 5% | 3% | -17% | -16 | 6% | 4.7 | -3% | -2%
